# Source: PubChem BioAssay (NCI)
# Growth percent in the NCI-60 one-dose screen (48 h, 10 µM unless noted): 100 = growth as untreated, 0 = no growth, -100 = all killed.
# DU-145: DU-145 prostate cancer; AID 1794760; hit rate 4.2% among 81,000
# OVCAR-8: OVCAR-8 ovarian cancer | hit rate 4.4% among 81,000 | AID 1794782
# OVCAR-4: OVCAR-4 ovarian cancer cells; hit rate 3.7% among 80,000; AID 1794784
# IGROV1: IGROV1 ovarian cancer | AID 1794786 | hit rate 4.7% among 79,000
# SK-OV-3: SK-OV-3 ovarian cancer cells; hit rate 3.2% among 80,000; AID 1794785
# OVCAR-5: OVCAR-5 ovarian cancer; hit rate 2.9% among 82,000; AID 1794783
# PC-3: PC-3 prostate cancer cells | hit rate 3.9% among 80,000 | AID 1794754
# OVCAR-3: OVCAR-3 ovarian cancer. hit rate 7% among 79,000. AID 1794787
# Starred values were filed as active, the others as inactive; . = no result given; & = joins results of further samples. How the source made its calls: active means growth percent below 10; inactive means the rest. This is a subset; rates above refer to the full screens.
SMILES,DU-145,OVCAR-8,OVCAR-4,IGROV1,SK-OV-3,OVCAR-5,PC-3,OVCAR-3
C[C@H]1[C@H](OC(=O)CCC(=O)N(CCCc2cn(-c3ccc(C#N)cc3)nn2)CCNc2ccnc3cc(Cl)ccc23)O[C@@H]2OC3(C)CC[C@H]4[C@H](C)CC[C@@H]1[C@@]24OO3,69.3,22.3,41.9,44.5,84.4,54.5,33.9,45.2
CCn1cc([N+](=O)[O-])cc1[N+](=O)[O-],109.5,109.4,106.2,95.1,122.3,96.7,103.4,94.3
Cc1cc(CCl)c(C)cc1CCl,1.1*,61.7,83.4,26.4,73.9,140.9,66.9,2.6*
Cc1ccc(-c2nc3c(s2)CC[C@@]2(C)C3=CC[C@@H]3[C@@H]2CC[C@]2(C)C(=O)CC[C@@H]32)cc1,110.0,99.9,104.3,104.9,120.7,101.7,98.2,110.3
NCC(=O)c1ccc(O)c(O)c1,113.0,88.5,98.0,.,100.2,88.4,.,94.7
CCC[CH2][Sn]([CH2]CCC)([CH2]CCC)[O]C(=O)c1ccc(Cl)cc1Cl,-98.0*,-63.6*,-67.7*,-68.5*,-96.0*,-95.1*,-76.8*,-98.3*
CC(c1c(Cl)cccc1Cl)n1cc(C(N)=O)nn1 (configuration not stated),105.4,101.7,104.9,105.2,112.2,103.5,102.1,115.0
O=S(=O)(F)c1ccc2nc(-c3ccccc3)cc(Cl)c2c1,114.7,91.1,103.3,105.5,103.6,97.7,101.3,118.5
CC1(C)N=C(N)N=C(N)N1c1ccc(CCC(=O)Nc2ccc(S(=O)(=O)F)cc2)cc1,28.1,36.7,92.8,25.8,67.8,34.0,20.2,96.7
Nc1cc(N)nc(N)n1,103.4,97.3,97.1,99.2,93.2,91.9,82.7,104.1
O=C1C=Cc2ccc3c4c(ccc1c24)C=CC3=O,127.2,100.3,107.1,114.2,116.4,100.6,102.9,117.9
CCCC1OP(=O)(N2CC(C)N(P3(=O)OCC(CC)C(CCC)O3)CC2C)OCC1CC (configuration not stated),129.3,101.1,110.1,100.4,103.7,95.2,96.8,115.6
N#C[Se]CCN1C(=O)c2ccccc2C1=O,35.1,30.3,67.4,26.1,56.4,41.4,41.8,39.2
NP(=O)(Oc1c2occc2cc2ccc(=O)oc12)N(CCCl)CCCl (configuration not stated),161.1,.,107.5,78.0,105.5,147.9,80.5,108.0
CCOc1ccc(/C=C/[N+](=O)[O-])cc1,99.3,101.4,87.9,86.5,110.9,89.8,77.4,86.3
CC[C@H](C)[C@H](NC(=O)[C@H]1CCCCN1C)C(=O)N(C)[C@H](C[C@@H](O)c1nc(C(=O)N[C@@H](Cc2ccccc2)C[C@H](C)C(=O)O)cs1)C(C)C,111.6,93.5,98.0,76.6,97.0,101.5,81.2,63.2
CC(=O)Nc1ccc(S(=O)(=O)F)cc1[N+](=O)[O-],110.9,101.3,104.3,101.1,100.8,102.4,96.5,118.9
O=C1NC(=O)C(O)(O)C(=O)N1,103.5,.,114.7,103.1,102.9,107.5,107.3,102.4
CN(C)CC(C(=O)Cc1ccccc1)c1ccccc1 (configuration not stated),-10.7*,34.0,91.7,84.8,124.3,133.2,73.2,6.5*
C=CCOC(Cn1ccnc1)c1ccc(Cl)cc1Cl (configuration not stated),91.2&105.4,97.2&96.7,80.5&108.8,96.6&102.5,95.9&101.9,112.7,95.7&91.8,101.8&116.8
CP(C)(=S)P(C)(C)=S,109.1,102.6,101.2,106.4,102.4,88.6,84.5,111.7
CC[n+]1c(-c2ccccc2)c2cc(N)ccc2c2ccc(N)cc21,9.1*,18.6,11.6,9.1*,47.3,49.4,20.9,-0.3*
CC[N+](CC)(CC)CCBr,123.4,99.5,102.6,106.6,110.2,84.4,99.2,125.7
Cc1ncc([N+](=O)[O-])n1CCOC(N)=O,107.7,98.7,102.5,25.1,145.6,90.0,91.1,107.0
COc1ccc(C(c2ccc(OC)cc2)C(Cl)(Cl)Cl)cc1,107.3,86.7,.,76.4,96.2,91.9,68.7,.
COc1nc2ccccc2nc1N1CC1,113.1,91.4,109.7,88.8,94.9,102.1,101.0,109.8
CCn1cc(C(O)CN(C)C)c2ccccc21 (configuration not stated),110.5,107.5,101.4,103.3,94.8,114.5,85.6,107.7
O=C1C(=O)N(c2ccccc2)P(=O)(N(CCCl)CCCl)N1c1ccccc1,96.6,112.2,114.9,111.8,115.2,107.3,98.2,126.2
COc1cc(C2c3ccc4ccccc4c3Oc3nc(N)c(C#N)c(N)c32)cc(OC)c1OC (configuration not stated),104.9,86.3,82.0,110.4,112.3,87.8,88.9,111.4
CC(C)(O)/C=C/C(=O)[C@](C)(O)[C@H]1[C@H](O)C[C@@]2(C)[C@H]3CC=C4[C@@H](C[C@H](O)C(=O)C4(C)C)[C@]3(C)C(=O)C[C@]12C,14.0,23.0,18.3,-24.4*,-8.3*,35.1,11.4,1.0*
S=P(N1CCCCCC1)(N1CC1)N1CC1,112.3,100.2,117.0,90.1,93.9,107.3,93.7,111.8
CC1(C)CC(=O)CC(C)(C)N1O,118.9,103.3,108.1,133.9,98.4,108.3,102.1,115.8
O=C(COc1ccc([N+](=O)[O-])cc1)Nc1ccc(S(=O)(=O)F)cc1,95.2,94.0,79.7,90.7,93.7,86.2,88.7,98.4
CC(=O)OC1CCC2C3C(C)CC4CC(=O)CCC4(C)C3CCC12C (configuration not stated),100.6,95.2,84.7,95.4,121.5,76.9,106.9,94.2
CC[C@H](C)[C@H](NC(=O)c1nccn1C)C(=O)N(C)[C@H](C[C@@H](OC(C)=O)c1nc(C(=O)N[C@@H](Cc2ccccc2)C[C@H](C)C(=O)OC)cs1)C(C)C,4.7*,16.3,48.4,35.6,19.4,38.0,25.2,-19.8*
CN1C2CCC1CC(OC(=O)c1cccc(O)c1)C2 (configuration not stated),123.1,96.7,100.8,114.7,101.7,118.5,98.7,124.5
CCNC(C)(C)C(=O)c1ccco1,110.2,99.9,108.1,117.8,93.4,93.8,90.1,109.6
c1ccc(CCN2CCCCC2)cc1,116.1,104.0,106.7,119.0,117.5,96.2,96.2,111.4
Cc1nn[nH]n1,110.8,108.0,105.5,112.1,109.6,102.0,96.6,107.1
CN(/C=C1/C[C@@]2(C)[C@@H](CC[C@@H]3[C@@H]2CC[C@@]2(C)[C@H]3CC[C@]2(C)O)CC1=O)c1ccccc1,104.4,105.1,112.1,104.5,95.1,101.7,100.0,105.9
CCN(CCCl)Cc1c2ccccc2cc2ccccc12,110.3,94.5,92.7,93.5,100.6,97.4,87.6,100.8
NP(=O)(Oc1ccccc1)Oc1ccccc1,132.5,105.6,109.8,100.9,116.2,111.1,94.7,124.2
S=P1(Oc2ccccc2)Nc2ccccc2N1,123.8,103.3,106.9,104.5,107.2,119.4,103.0,118.8
CC(C)c1ccc(OC(=O)N(C)C)cc1,106.9,101.4,103.1,122.7,101.4,110.4,92.9,107.7
C[C@]12CCc3nc(-c4cccc(O)c4)sc3C1=CC[C@@H]1[C@@H]2CC[C@]2(C)C(=O)CC[C@@H]12,105.8,94.0,108.1,96.0,106.0,112.9,85.1,107.5
c1ccc(N=NNc2ccccc2)cc1,108.5,108.9,104.6,106.6,104.2,97.5,95.8,103.2
Cc1ccc(N)c(N)c1,108.0,102.4,110.4,94.3,101.9,111.0,83.6,103.6
CCCCn1cc(C(=O)/C(C#N)=C/c2cc3ccccc3nc2Cl)c2ccccc21,100.5,82.8,93.5,67.3,76.2,92.5,83.8,83.6
C[C@]12CCc3nc(-c4cc(Cl)cc(Cl)c4)sc3C1=CC[C@@H]1[C@@H]2CC[C@]2(C)C(=O)CC[C@@H]12,106.0,104.2,107.7,93.8,97.8,106.2,99.1,107.5
O=[N+]([O-])c1ccc(C(c2ccc([N+](=O)[O-])cc2)c2ccc([N+](=O)[O-])cc2)cc1,106.9,92.6,108.4,85.1,97.6,94.8,81.2,97.6
CN[C@]1(c2ccccc2Cl)CCCC[C@@H]1NCCCc1ccccc1,109.8,90.9,96.4,87.5,100.0,103.0,80.6,93.3
CC(=O)OCc1cc[c]([Hg][Cl])o1,84.2,36.8,62.9,11.3,71.0,43.9,43.8,0.3*
C(=NC1CCCCC1)c1c[nH]c2ccccc12,109.3,106.1,108.7,116.9,101.9,87.8,89.3,131.6
Oc1ccc2c3c1O[C@H]1[C@@H](O)C=CC4(O)C(C2)N(CC2CC2)CCC314 (some centres not stated),105.5,105.1,.,108.8,102.7,100.2,99.2,109.9
CC1CC2(CO)C(CCC3C4CCC(O)C4(C)CCC32)CC1=O (configuration not stated),110.0,106.4,106.1,93.2,100.7,107.7,93.5,106.1
CCOc1cc(C=C(C#N)C#N)cc(Br)c1O,103.0,101.6,103.3,109.5,115.6,108.3,98.4,98.8
CCSCC1CC(O)(c2c(C)nn(Cc3ccccc3)c2C)C(=O)O1 (configuration not stated),122.5,104.9,125.8,123.0,110.3,114.2,99.7,114.6
Cc1ccc(Nc2nc3c(s2)C2=CC[C@@H]4[C@H](CC[C@]5(C)C(=O)CC[C@@H]45)[C@@]2(C)CC3)cc1,46.5,58.4,44.8,65.0,36.6,72.4,33.0,16.7
COC(=O)CCNCCCCCCN1CC1,109.0,101.3,116.1,104.6,105.2,113.8,97.8,102.4
C[C@]12CCc3sc(Nc4ccc(F)cc4F)nc3C1=CC[C@@H]1[C@@H]2CC[C@]2(C)C(=O)CC[C@@H]12,24.0,45.2,66.7,62.1,84.1,91.8,52.9,-4.2*

# Remaining list, next part.
SMILES,DU-145,OVCAR-8,OVCAR-4,IGROV1,SK-OV-3,OVCAR-5,PC-3,OVCAR-3
O=c1oc2ccccc2c(O)c1Cc1c(O)c2ccccc2oc1=O,108.5&115.9&113.2,97.2&108.7&105.3,108.5&110.0&106.9,90.5,106.4&107.0&92.8,94.6&109.6&92.1,90.7&93.8&92.6,107.6&103.3&111.2
CN(C)CCC(O)c1c[nH]c2ccccc12 (configuration not stated),110.5,100.2,99.7,116.7,102.7,107.0,89.2,109.6
COc1ccc(OC)c(C(O)C(C)N)c1 (configuration not stated),113.9,98.1,103.6,100.8,100.7,99.0,93.2,112.4
O=C(O)Cc1ccccc1,101.9,101.7,.,110.9,98.6,94.4,93.7,103.0
CNC(Cc1ccc(C)cc1)c1ccc(OC)cc1 (configuration not stated),104.6,105.5,103.2,100.1,78.0,93.6,86.7,107.3
CC(C)C(C)(O)C#N (configuration not stated),107.8,102.4,100.0,106.8,98.5,108.6,98.9,105.0
CCOC(=O)C1(c2ccccc2)CCN(CCc2ccc(NC(=O)CCC(=O)O)cc2)CC1,108.2,102.4,112.7,97.7,100.7,100.3,92.7,102.3
O=C(NCCNC(=O)c1ccc([As](O)O)cc1)c1ccc([As](O)O)cc1,103.3,103.4,104.7,109.8,103.8,114.0,94.6,104.3
CC[C@]12C=CCN3CC[C@@]4(c5ccc(OC)cc5N(C)[C@H]4[C@@](O)(C(=O)OC)[C@@H]1OC(=O)CCCC[P+](c1ccc(OC)cc1)(c1ccc(OC)cc1)c1ccc(OC)cc1)[C@@H]32,-58.2*,-90.2*,-37.7*,-92.0*,-82.5*,-98.6*,-37.2*,-71.8*
O=[N+]([O-])c1ccc2sc3ccccc3c2c1,113.8,97.2,100.2,117.3,109.2,100.9,96.5,106.7
CC1=C(C)C(=O)OC([C@@](C)(O)[C@]2(O)CC[C@@]3(O)C4C[C@@H](O)[C@@]5(O)CC=CC(=O)[C@]5(C)C4CC[C@]23C)C1 (some centres not stated),105.0,95.6,94.5,100.2,108.9,98.3,84.8,94.0
CC1C(C)N1C1=C(Cl)C(=O)c2ccccc2C1=O (configuration not stated),97.3,100.3,96.4,111.4,116.8,122.2,85.7,105.6
COc1ccc(C(=O)c2cc(OC)c(OC)c(OC)c2)cc1OC(C)=O,4.8*,15.6,57.7,25.6,24.2,57.9,14.1,5.1*
O=C(O)CC1OCC=C2CN3CCC45c6ccccc6NC4C1C2CC35 (configuration not stated),114.7,105.8,98.3,83.2,115.3,99.3,.,107.9
COc1ncnc2c(CN3CCN(C)CC3)c[nH]c12,105.0,106.1,108.2,99.4,102.4,103.5,98.2,103.0
O=C(NCCN1CC1)c1cccc2nc3c(C(=O)NCCN4CC4)cccc3nc12,105.4,80.7,109.1,82.7,99.3,106.9,95.7,99.6
O=C(O)C1CC2CC1C1C2C2(Cl)C(Cl)=C(Cl)C1(Cl)C2(Cl)Cl (configuration not stated),90.6&107.2,88.2&96.6,90.3,87.3&84.2,96.9&85.9,100.7&91.5,83.6&82.2,91.0&103.4
S=P(NCCNP(=S)(N1CC1)N1CC1)(N1CC1)N1CC1,58.3&59.2,77.6&87.6,108.9,84.2&67.3,81.7&88.6,102.9&121.1,80.6&88.5,106.4&112.5
